PriA SSB inh – blocks PriA binding to SSB C-terminal tail; AID 1272365; 0.6% of 430,000 active; AlphaScreen SSBct-PriA binding, biotinylated peptide; inhibition, % at 33 µM; in the data active = inhibition mostly above about 37%, no sharp cut-off; inactive = mostly below about 20%;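 note: plate controls were negative control peptide for no effect and reference peptide for full effect; strong numbers were not always called active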
BoNT F protease – BoNT F light chain protease inhibition | AID 588497 | 0.22% of 360,000 active | Multiplex microsphere protease cleavage assay, flow cytometry | inhibition, % at 10 µM; in the data active = inhibition above about 35%, passing the limit was not always enough; inconclusive = no clear call, values can overlap the other calls; note: plate controls were buffer without enzyme for full effect and enzyme alone for no effect
MazF activator – increases E. coli MazEF RNase cleavage of RNA. P0AE70. FAM/BHQ RNA-DNA oligo cleavage fluorescence, 5 h. activation, % at 20 µM. 0.32% of 350,000 active. AID 504720; in the data active = activation above about 50%
Target sequence (P0AE70 whole entry, looked up): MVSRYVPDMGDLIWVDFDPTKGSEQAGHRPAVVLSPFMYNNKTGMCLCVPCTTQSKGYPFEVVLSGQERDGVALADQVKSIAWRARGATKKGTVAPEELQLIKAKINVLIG
Anthrax LF prot – anthrax lethal factor protease inhibition; P15917; multiplex microsphere protease cleavage assay, LF; inhibition, % at 10 µM; 0.12% of 360,000 active; note: plate controls were buffer without enzyme for full effect and enzyme alone for no effect
BoNT-A LC inh2 – inhibitors of Botulinum neurotoxin A light chain protease | multiplex microsphere protease substrate cleavage, flow cytometry | inhibition, % at 10 µM | 0.17% of 360,000 active; note: plate controls were buffer without enzyme for full effect and enzyme alone for no effect
DUSP3 inh – inhibitors of human VHR1 phosphatase (DUSP3). AID 1654. P51452. 0.52% of 290,000 active. recombinant VHR phosphatase, pNPP absorbance. inhibition, % at 13.3 µM; in the data active = inhibition above about 50%; note: some compounds called inactive have numbers as strong as hits
Target sequence (P51452 whole entry, looked up): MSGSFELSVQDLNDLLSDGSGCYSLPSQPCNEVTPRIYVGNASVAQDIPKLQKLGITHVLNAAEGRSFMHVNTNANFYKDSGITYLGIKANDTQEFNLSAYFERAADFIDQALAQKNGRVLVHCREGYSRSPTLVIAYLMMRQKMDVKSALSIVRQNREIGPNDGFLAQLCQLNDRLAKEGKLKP
3CLpro inhibitor – SARS-CoV 3CLpro protease inhibition; P0C6X7; recombinant SARS-CoV 3CLpro, quenched FRET peptide cleavage; inhibition, % at 6 µM; 0.14% of 290,000 active; AID 1706; in the data active = inhibition above about 12%
PrPC surface inh – reduces human prion protein on the cell surface; cell surface PrPC, TR-FRET read-out; inhibition, % at 13.8 µM; 0.43% of 370,000 active; AID 720596; in the data active = inhibition above about 24%; note: 0% = median of the test wells and 100% = reference compound wells
Rv3671c inh – Rv3671c (M. tuberculosis) protease inhibition; inhibition, % at 5.96 µM; 0.048% of 320,000 active; P9WHR9; AID 2606; in the data active = inhibition above about 38%;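 note: extracellular domain of Rv3671c used as enzyme; 0% = enzyme with DMSO and 100% = no enzyme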
Target sequence (P9WHR9 whole entry, looked up, the tested form may be a part): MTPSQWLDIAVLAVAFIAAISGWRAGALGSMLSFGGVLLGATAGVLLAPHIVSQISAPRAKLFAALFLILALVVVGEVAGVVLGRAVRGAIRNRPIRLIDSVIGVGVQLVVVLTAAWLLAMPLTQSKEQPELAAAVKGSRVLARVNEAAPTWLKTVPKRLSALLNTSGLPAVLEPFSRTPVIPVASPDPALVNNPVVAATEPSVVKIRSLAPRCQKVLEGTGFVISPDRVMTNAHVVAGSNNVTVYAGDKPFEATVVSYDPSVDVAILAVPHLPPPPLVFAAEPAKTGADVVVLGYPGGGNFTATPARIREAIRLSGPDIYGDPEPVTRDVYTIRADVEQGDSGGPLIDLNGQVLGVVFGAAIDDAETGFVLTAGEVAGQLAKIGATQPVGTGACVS
CCHFV vOTU inh – CCHFV vOTU protease inhibition. Pep-AMC fluorescence. inhibition, % at 11.5 µM. 0.55% of 370,000 active. AID 651958; in the data active = inhibition above about 30%; note: 0% = vehicle wells with enzyme and 100% = no enzyme wells
The depositor's hits bear a star; i = inactive; ? = inconclusive; . = not tested or not shown; & = joins results of further samples. Cut-off read from the data, not from the text of the source, unless noted: active = inhibition above about 30%; inconclusive = no clear call, values can overlap the other calls; inactive = below that.

SMILES | PriA SSB inh | BoNT F protease | MazF activator | Anthrax LF prot | BoNT-A LC inh2 | DUSP3 inh | 3CLpro inhibitor | PrPC surface inh | Rv3671c inh | CCHFV vOTU inh
CC1C(c2ccccc2)=Nn2c(=O)n(-c3ccccc3)c(=O)n21 (configuration not stated) | . | -6 | 18 | -11 | -0.4 | . | . | -5 | . | -20
CS(=O)(=O)Nc1ccc(Br)cc1C(=O)c1ccccc1 | 2 | 1 | -1 | -4 | 0.0 | 4 | 1 | 5 | -1 | -4
O=C(NCCN1CCOCC1)C(=O)NCC1OCCN1S(=O)(=O)c1cc(F)ccc1F (configuration not stated) | 10 | 8 | -3 | 4 | 3.1 | 45 | 2 | -1 | 7 | -7
CC(=O)c1cccc(NC(=O)c2ccc(C(=O)Nc3cccc(C(C)=O)c3)nc2)c1 | -7 | 2 | -29 | 2 | 0.2 | -21 | 0 | 5 | 0 | -4
FC(F)(F)c1cccc(OCc2noc(-c3ccsc3)n2)c1 | -8 | ? | 5 | -4 | -4.5 | 14 | 0 | 4 | -3 | 10
C[C@H]1CC[C@H]2C(=O)N[C@H](Cc3ccccc3)C(=O)N2[C@@H]1c1ccccc1 | 0 | . | 3 | . | . | -7 | 0 | . | -4 | .
OC/C(Br)=C(\Br)CO | 4 | -4 | 2 | -7 | 0.1 | . | . | -2 | 1 | 2
C=CC[C@@H](CC(=O)N(CCO)Cc1ccccc1)C(=O)NC[C@@H](OC(=O)[C@@H](CC=C)Cc1ccc(F)cc1)c1ccccc1 | 1 | -5 | 2 | 5 | 0.0 | . | . | 5 | -4 | 17
CCOC(=O)c1cccc(NC(=O)/C=C/c2ccc([N+](=O)[O-])cc2)c1 | 6 | 3 | 0 | 0 | 0.1 | -1 | 1 | -14 | 0 | -6
CCCCn1c(=O)[nH]c(=O)c2c1nc(-c1cc3c(cc1Br)OCO3)n2C | -28 | -6 | 5 | 6 | -2.3 | 28 | 1 | 5 | -2 | -6
Cc1ccc(-c2nn(-c3ccc(F)cc3)cc2C(=O)NCC2CCCO2)cc1 (configuration not stated) | 1 | -5 | 3 | 1 | -0.4 | . | . | 6 | 4 | 12
COc1cccc(/C=N/Nc2ncccc2[N+](=O)[O-])c1OC | i | . | 2 | . | . | 27 | -3 | -31 | 4 | -7
CSc1ccccc1NC(=S)NC1CCCC1 | 4 | 4 | 2 | -4 | -0.6 | 21 | 0 | 4 | . | -3
CCOC(=O)CC1C(=O)NCCN1Cc1cccs1 (configuration not stated) | -7 | 5 | 1 | 0 | 0.6 | 30 | 0 | 3 | -9 | 0
COC(=O)C1CN(C(=O)COc2cccc(C)c2C)c2ccccc2O1 (configuration not stated) | 1 | 14 | 1 | 3 | -0.8 | -22 | 1 | 1 | -3 | 3
C/C(=N\NC(=O)C(C)n1nc(C)c([N+](=O)[O-])c1C)c1ccccc1O (configuration not stated) | . | -18 | 3 | -5 | -3.8 | 2 | 3 | -2 | 8 | 0
CCCCNc1c(-c2ccc(-c3ccc(C(C)=O)cc3)c(OC)c2)nc2cc(C)ccn12 | 38 | -9 | -6 | -9 | -0.8 | . | . | -3 | 0 | 13
O=C(Oc1nsnc1N1CCOCC1)N1CCOCC1 | -2 | -1 | -2 | 6 | 0.8 | 12 | 3 | 2 | -1 | 1
Nc1ncc2[nH]cnc2n1 | -12 | -2&-7 | -6&-4 | 2&-4 | 0.4&-0.7 | . | . | 8&2 | 6&0 | -7&0
O=C(c1ccc(F)cc1)N1CCN(c2cc(=O)[nH]nc2-c2ccccc2)CC1 | -15 | -9 | -2 | -6 | -2.0 | 27 | -1 | 2 | -10 | 4
CC(=O)c1cc(CN2CCN(CC=C(C)C)C(CCO)C2)cs1 (configuration not stated) | -15 | -6 | 5 | 1 | 0.7 | 39 | -3 | 2 | 5 | 5
COc1ccc2[nH]c(=O)c(CN(C)C(=O)C3CCCCC3)cc2c1 | -7 | -3 | -2 | 1 | -0.1 | -20 | -1 | 2 | -4 | -18
O=C(c1cccn(Cc2ccc(C(F)(F)F)cc2)c1=O)N1CCOCC1 | 1 | -3 | -1 | -1 | -0.1 | 35 | -3 | 1 | -5 | 3
CN(C)C(=Nc1ccccc1)P(=S)(N(C)C)N(C)C | -10 | -2 | 4 | -5 | -0.2 | -5 | -1 | -2 | 4 | -4
Cc1c(F)cccc1NC(=O)CSCC(=O)Nc1ccccc1 | -4 | -8 | 0 | 0 | 0.0 | 14 | 1 | 10 | 1 | 11

The list continues:
SMILES | PriA SSB inh | BoNT F protease | MazF activator | Anthrax LF prot | BoNT-A LC inh2 | DUSP3 inh | 3CLpro inhibitor | PrPC surface inh | Rv3671c inh | CCHFV vOTU inh
Cc1ccsc1CN1CCN(c2ccccn2)CC1 | -5 | 8 | 3 | -2 | 3.2 | 7 | 0 | 12 | 1 | 0
Cc1cc(-c2ccncc2)n2ncc(-c3ccccc3)c2n1 | . | -3 | . | -9 | -0.1 | . | . | -7 | . | 13
CC(C)N1C(=O)S/C(=C/c2ccc(Sc3nc4ccccc4[nH]3)o2)C1=O | -4 | -8 | 10 | -1 | 0.5 | -4 | 6 | 14 | -21 | 13
CCc1ccc(OC(=O)c2cncc(Br)c2)cc1 | -21 | -4 | -3 | 12 | 3.0 | 5 | 0 | 3 | -4 | 3
CCCc1nc2ccccc2c(NC(=O)CN(CC)CC)c1CC | -8 | 0 | 0 | -3 | -0.7 | 7 | 8 | -4 | 7 | 10
CN(C(=O)c1cccc(NC(=O)Cc2cccc([N+](=O)[O-])c2)c1)C1CC1 | -5 | -5 | 7 | 0 | 0.3 | . | . | -9 | -4 | -4
CC(Cl)C(=O)c1c(N)n(C)c(=O)n(C)c1=O (configuration not stated) | -9 | -12 | 1 | -3 | -0.9 | 11 | 6 | . | 3 | .
O=C(O)CCc1[nH]c2ccccc2c1Sc1ccccc1 | 11 | 0 | -25 | 5 | 1.3 | 42 | 6 | 8 | 0 | 9
CC(C)c1ccc(NS(=O)(=O)c2ccc3[nH]cc(C(=O)N4CCC(C(N)=O)CC4)c(=O)c3c2)cc1 | -24 | -9 | -3 | 0 | -1.0 | 21 | 1 | 1 | -2 | -3
Cc1cccc(NC(=O)Nc2c(C)n(C)n(-c3ccccc3)c2=O)c1 | 4 | -20 | 1 | -4 | -1.1 | 24 | -5 | 0 | 2 | 3
Cc1ccc(S(=O)(=O)NCc2ccccc2)cc1C(=O)N(C)CC(=O)Nc1c(Cl)cccc1Cl | -7 | 3 | -3 | -4 | -6.8 | . | . | 5 | 3 | -5
COc1cccc(C2=NOC(C(=O)Nc3c(C)n(C)n(-c4ccccc4)c3=O)C2)c1 (configuration not stated) | -24 | 2 | -3 | -4 | 0.2 | 21 | 0 | 2 | -4 | -7
CC(=O)NC1(C(=O)O)CCCC1 | -6 | 3 | -9 | -3 | 0.4 | -1 | 6 | -37 | 5 | 7
Cc1ccccc1CN1C(=O)c2ccccc2C1c1nnnn1-c1ccc2c(c1)OCCO2 (configuration not stated) | . | 0 | . | 3 | 0.2 | . | . | 14 | . | -2
OC(c1ccccc1)(c1nc(-c2ccc(Cl)cc2)cs1)C(F)(F)F (configuration not stated) | . | -4 | . | -4 | -0.2 | . | . | 4 | . | 1
Cc1noc(C)c1COC(=O)CCCc1c[nH]c2ccccc12 | 4 | 6 | 8 | -1 | 1.5 | 3 | 0 | -3 | -2 | 11
O=C1c2ccc(-c3ccc4c(c3)C(=O)N(CCCO)C4=O)cc2C(=O)N1CCCO | 3 | ? | 2 | 6 | 2.2 | 18 | 4 | 8 | 6 | -6
Cc1ccc(NC(=O)c2cncc(Br)c2)c(O)c1 | 1 | -5 | 4 | 2 | -0.5 | 33 | -1 | -2 | 4 | -2
Oc1ccc(C=Nc2ccccc2-c2nc3ccccc3[nH]2)cc1 | -20 | -11 | 2 | -1 | 0.4 | -9 | 6 | 5 | 1 | -292
CN(C)c1ccc(CN(C(=O)/C=C/c2ccco2)C2CCS(=O)(=O)C2)cc1 (configuration not stated) | 13 | ? | 6 | -18 | -1.5 | 13 | 3 | -8 | 3 | -6
CCn1c(SCC(=O)Nc2cc(C)on2)nnc1-c1cccc(C)c1 | 0 | -5 | 10 | -1 | -2.4 | 8 | 5 | -10 | 0 | 16
Nc1ncc(-c2ccc(-c3ccccc3)cc2F)cc1-c1ccccc1F | . | -2 | . | -2 | 0.4 | . | . | -2 | . | 7
O=C(c1ccccc1)N1CCN(C2CCCCC2)CC1 | 2 | -4 | 4 | -4 | -0.2 | -16 | 0 | -4 | 0 | -7
CCCS(=O)(=O)Nc1c(C(=O)O)[nH]c2ccc(OC)cc12 | 3 | -9 | 8 | 0 | -0.9 | 27 | -2 | -1 | -7 | -30
O=C1COc2ccc(C(=O)COC(=O)c3ccccc3[N+](=O)[O-])cc2N1 | 10 | -3 | 6 | -2 | 2.1 | . | . | 2 | -5 | 9

Next structures:
SMILES | PriA SSB inh | BoNT F protease | MazF activator | Anthrax LF prot | BoNT-A LC inh2 | DUSP3 inh | 3CLpro inhibitor | PrPC surface inh | Rv3671c inh | CCHFV vOTU inh
S=C(Nc1ccccc1)N1CCN(C(=S)Nc2ccccc2)CC1 | . | . | . | . | . | 23 | 2 | -1 | -1 | -14
Cc1ccc(C)c2[nH]c(=O)c(CCNC(=O)CC(C)(C)C)cc12 | -9 | -1 | 10 | 4 | -0.3 | 12 | -2 | 9 | 5 | -4
Cc1cc(C)nc(N2CCC(C(=O)NCCc3ccccc3)CC2)n1 | -1 | 4 | 0 | -2 | -0.3 | 10 | 1 | 4 | -3 | -9
Cc1cc(C)c2nc(SCC#N)cc(C)c2c1 | -21 | -4 | -4 | 0 | -0.9 | -13 | -3 | 0 | 5 | -4
CCOc1cccc(N2C(=O)CC(NCc3ccc(S(N)(=O)=O)cc3)C2=O)c1 (configuration not stated) | -10 | -4 | 10 | -3 | -0.6 | 0 | -4 | 1 | -1 | 0
Cn1cccc1C(=O)NC(=O)COC(=O)Cc1coc2ccc3ccccc3c12 | -13 | -13 | -3 | -6 | 1.0 | 11 | 6 | 2 | -5 | 5
CCOC(=O)NC(Cc1c[nH]c2ccccc12)C(=O)NCCc1ccc(S(N)(=O)=O)cc1 (configuration not stated) | -1 | 14 | 2 | -16 | 0.1 | 13 | 6 | 9 | 6 | -2
CN1C(=O)C2(c3ccccc31)c1c(oc3ccccc3c1=O)C(=O)N2CCO (configuration not stated) | -6 | . | 4 | ? | ? | 0 | 1 | 0 | 1 | -9
C[C@@H]1CN([C@H](C)CO)C(=O)c2cc(NC(=O)Nc3ccc4c(c3)OCO4)ccc2O[C@H]1CN(C)Cc1ccncc1 | -5 | -10 | 7 | 2 | -0.5 | . | . | -1 | 6 | 11
COc1ccc([C@H]2C[C@H](O)[C@@H](n3cc(-c4ccc(F)cc4)nn3)CN2C(=O)c2cccs2)cc1 | . | -2 | 8 | -8 | -0.3 | . | . | -8 | . | 1
Cc1onc(C(=O)Nc2sc3c(c2C(N)=O)CCCC3)c1[N+](=O)[O-] | -1 | 3 | 7 | -2 | 0.6 | 2 | 4 | -1 | 0 | -8
COC(=O)c1ccccc1C(=O)N1CCCC(C(=O)c2ccc(OC)c(OC)c2)C1 (configuration not stated) | -6 | -4 | 2 | -2 | -4.4 | 10 | -6 | -6 | 0 | 9

Ordered by molecular weight (descending): some entries from above
SMILES | PriA SSB inh | BoNT F protease | MazF activator | Anthrax LF prot | BoNT-A LC inh2 | DUSP3 inh | 3CLpro inhibitor | PrPC surface inh | Rv3671c inh | CCHFV vOTU inh
CCOC(=O)NC(Cc1c[nH]c2ccccc12)C(=O)NCCc1ccc(S(N)(=O)=O)cc1 (configuration not stated) | -1 | 14 | 2 | -16 | 0.1 | 13 | 6 | 9 | 6 | -2
COC(=O)c1ccccc1C(=O)N1CCCC(C(=O)c2ccc(OC)c(OC)c2)C1 (configuration not stated) | -6 | -4 | 2 | -2 | -4.4 | 10 | -6 | -6 | 0 | 9
S=C(Nc1ccccc1)N1CCN(C(=S)Nc2ccccc2)CC1 | . | . | . | . | . | 23 | 2 | -1 | -1 | -14
Cc1ccc(C)c2[nH]c(=O)c(CCNC(=O)CC(C)(C)C)cc12 | -9 | -1 | 10 | 4 | -0.3 | 12 | -2 | 9 | 5 | -4
Cc1cc(C)c2nc(SCC#N)cc(C)c2c1 | -21 | -4 | -4 | 0 | -0.9 | -13 | -3 | 0 | 5 | -4

A portion of the library (hit frequency here may not be typical).
